Assay outcomes from PubChem.
D1 antag = Antagonist of Human D 1 Dopamine Receptor: qHTS. 360,000 compounds, 3.2% hits. AID 504652, 2011. HEK293 TREx D1 cells, calcium flux, dopamine EC80; stronger effect = lower value. activity change, negative = inhibition, % at 10 µM; in the data active = activity change below about -30%; note: % is set by controls: 0 for no effect and ±100 for the full control effect
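Allosteric or orthosteric antagonism assessed as attenuation of the calcium response to EC80 dopamine, added 180 s after compound, in induced HEK293 Trex D1 cells loaded with no-wash calcium dye.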
D2 potentiator = HTS Assay for Positive Allosteric Modulators of the Human D2 Dopamine Receptor: Primary Screen for Potentiators; AID 485347, 2010; D(2) dopamine receptor (Homo sapiens), P14416; 340,000 compounds, 0.34% hits; potentiation, % at 10 µM; HEK293 T-REx D2, calcium flux, EC20 dopamine potentiation;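 active = potentiation over 3 SD above the plate norm, cut at about 30% in these data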; note: 0% is about no effect
Target sequence (P14416 whole entry, looked up): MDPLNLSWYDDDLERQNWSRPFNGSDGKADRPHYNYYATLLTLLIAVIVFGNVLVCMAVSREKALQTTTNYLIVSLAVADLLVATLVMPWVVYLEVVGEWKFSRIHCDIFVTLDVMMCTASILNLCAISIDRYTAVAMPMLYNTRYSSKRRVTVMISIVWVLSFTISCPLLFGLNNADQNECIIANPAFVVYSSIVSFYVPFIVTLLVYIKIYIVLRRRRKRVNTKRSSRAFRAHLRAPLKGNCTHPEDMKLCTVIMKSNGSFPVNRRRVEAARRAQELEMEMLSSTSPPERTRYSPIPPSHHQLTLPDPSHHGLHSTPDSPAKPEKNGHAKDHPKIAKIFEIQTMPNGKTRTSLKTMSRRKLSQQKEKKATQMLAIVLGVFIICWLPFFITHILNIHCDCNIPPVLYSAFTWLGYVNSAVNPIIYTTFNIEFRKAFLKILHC
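Potentiation of an EC20 dopamine calcium response measured kinetically over 180 s, after a preceding 180 s compound-only read flagging agonists. Cells: inducible Hek293 Trex D2 line, 4000/well, cultured overnight at 30 C before dye loading.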
TRHR agonist = qHTS for Small Molecule Agonists and Allosteric Enhancers of Human TRH Receptor: Primary Screen for Agonists; Thyrotropin-releasing hormone receptor (Homo sapiens), P34981; activation, % at 2 µM; 360,000 compounds, 0.18% hits; TRHR cells, calcium flux fluo-8, FDSS agonist mode; in the data active = activation above about 30%; note: 0% is about no effect
Target sequence (P34981 whole entry, looked up): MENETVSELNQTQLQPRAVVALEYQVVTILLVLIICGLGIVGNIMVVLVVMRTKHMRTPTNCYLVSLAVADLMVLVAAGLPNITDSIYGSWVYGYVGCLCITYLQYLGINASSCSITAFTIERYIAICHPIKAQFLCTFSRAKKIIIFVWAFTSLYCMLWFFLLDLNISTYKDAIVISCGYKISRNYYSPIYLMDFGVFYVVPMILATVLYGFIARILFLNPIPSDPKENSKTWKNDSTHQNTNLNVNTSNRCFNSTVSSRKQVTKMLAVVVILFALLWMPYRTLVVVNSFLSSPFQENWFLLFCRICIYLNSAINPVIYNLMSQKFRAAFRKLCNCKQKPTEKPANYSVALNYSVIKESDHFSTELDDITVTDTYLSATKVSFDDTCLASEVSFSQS
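In this calcium-flux screen, cells bearing human TRHR are dye-loaded with fluo-8, baselined for 10 cycles, then exposed to library compounds; positive kinetic calcium responses during the agonist phase mark hits, with TRH as control.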
RXFP1 antag = qHTS Assay for Antagonists of the Relaxin Receptor RXFP1; Relaxin receptor 1 (Homo sapiens), Q9HBX9; HEK293-RXFP1, relaxin-stimulated cAMP HTRF, 30 min; stronger effect = lower value; activity change, negative = inhibition, % at 57.5 µM; 350,000 compounds, 0.59% hits; AID 1259400, 2018;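 active = activity change of -60% or lower, but not beyond a set lower limit; inconclusive = change between -60% and -40%, or beyond the set limit; inactive = change above -40%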; note: % is set by controls: 0 for no effect and ±100 for the full control effect
Apoferritin bind = qHTS Assay for Identification of Novel General Anesthetics; apoferritin/1-aminoanthracene competitive binding, fluorescence; Potency, µM (top dose mostly 77.5 µM), for the others: at the highest dose activity change, negative = displacement, most hits filed as inhibitors; AID 485281, 2010; 350,000 compounds, 0.074% hits; note: potency is the fitted concentration of half-maximal effect; % is set by controls: 0 for no effect and ±100 for the full control effect; nearly all actives have a fitted effect of over 20% in size
Target sequence (P02791 2-175 limits assumed): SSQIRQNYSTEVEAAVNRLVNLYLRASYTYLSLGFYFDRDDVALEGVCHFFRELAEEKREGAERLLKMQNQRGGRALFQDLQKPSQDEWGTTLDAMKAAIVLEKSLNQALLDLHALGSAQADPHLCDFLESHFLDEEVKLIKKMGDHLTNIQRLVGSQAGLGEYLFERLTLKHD
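Read-out: endpoint 1-AMA fluorescence, excitation 380 nm and emission 535 nm, after compounds sit 10 min at room temperature with 10 uM horse-spleen apoferritin in 50% saturated 1-AMA/PBS. Values come from four-parameter Hill fits.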
D1 agonist = Allosteric Agonists of the Human D1 Dopamine Receptor: qHTS. HEK293 T-REx D1 cells, calcium flux, agonist mode. 360,000 compounds, 1% hits. D(1A) dopamine receptor (Homo sapiens), P21728. activation, % at 2 µM. AID 504660, 2011; in the data active = activation above about 30%; note: 0% is about no effect
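Agonism was scored from calcium flux recorded over 180 s (1 read/s) after pintool compound addition, following a 10-cycle baseline. Cells were inducible force-coupled HEK293 TREx D1, plated overnight at 30 C and loaded with no-wash calcium dye.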
RXFP1 agonist = qHTS Assay for Agonists of the Relaxin Receptor RXFP1; 370,000 compounds, 0.3% hits; HEK293T-RXFP1 cAMP TR-FRET, 30 min; response scale: percent of porcine relaxin response, buffer zero; Relaxin receptor 1 (Homo sapiens), Q9HBX9; Potency, µM (top dose mostly 57.5 µM), without a hit: at the top dose activation, usual class: activators; note: potency is the fitted concentration of half-maximal effect; % is set by controls: 0 for no effect and ±100 for the full control effect; nearly all actives have a fitted effect of over 60% in size; many of its hits are not listed in these tables
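cAMP rise read by TR-FRET after 30 min, 37C compound exposure (up to 58 uM) in RXFP1-transfected HEK293 cells with Ro 20174 present. EC50 from Hill-equation fits, with 29 nM porcine relaxin as 100% and buffer as basal.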
TRHR enhancer = qHTS for Small Molecule Agonists and Allosteric Enhancers of Human TRH Receptor: Primary Screen for Enhancers; enhancement, % at 2 µM; TRHR cells, fluo-8 calcium fluorescence, EC20 TRH enhancement; 360,000 compounds, 0.66% hits; in the data active = enhancement above about 30%; note: 0% is about no effect
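TRHR-expressing cells loaded with fluo-8 calcium dye were read kinetically (ex 480/em 530) during compound addition, then stimulated with an EC20 of TRH (10 nM final). Enhancement of the Gq-mediated intracellular calcium response was scored.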
D1 PAM = Potentiators of Human D1 Dopamine Receptor: qHTS. D(1A) dopamine receptor (Homo sapiens), P21728. HEK293 TREx D1 cells, calcium flux, dopamine EC20 potentiation. potentiation, % at 10 µM. 360,000 compounds, 0.036% hits; in the data active = potentiation above about 30%; note: 0% is about no effect
The depositor's hits bear a star; ? = inconclusive; . = no result given; [ ] = remark or other dose. Unless noted, calls come from the whole dose curve; as a rule, active = well fitted curve in the direction sought with a large enough effect; inconclusive = small, poorly fitted or top-dose-only effect, or another doubt; inactive = no such curve, though single readings can be large; an effect the other way counts as inactive or inconclusive. The list is partial (hit frequency here may not be typical).

nr	D1 antag	D2 potentiator	TRHR agonist	RXFP1 antag	Apoferritin bind	D1 agonist	RXFP1 agonist	TRHR enhancer	D1 PAM	Molecule
1	-8	2	0.0	-1	11%	7	0.8%	-1	7	COc1ccc(NC(=O)c2ccccc2-c2ccccc2C(=O)O)cc1
2	-6	8	0.4	-12	-14%	14	5.2%	-15	-2	CC(C)Oc1ccc(CNC(=O)CCC(=O)N2CC(C)Sc3ccccc32)cc1 (configuration not stated)
3	-5	-13	1.1	7	?	2	3.6%	-6	-8	Cc1c(Cl)c([N+](=O)[O-])nn1CCCC(=O)N1CCN(c2ccccc2)CC1
4	11	4	0.4	8	-7%	2	2.4%	-2	-2	COc1ccc(C2c3c(ncn(CCCN4CCOCC4)c3=N)Oc3ccc4ccccc4c32)cc1OC (configuration not stated)
5	-6	2	-0.3	12	-13%	7	0.3%	-6	0	O=C(c1cccc(N2C(=O)C3C4C=CC(C4)C3C2=O)c1)N1CCN(c2ccccc2Cl)CC1 (configuration not stated)
6	-10	2	0.5	-3	-21%	3	-0.5%	0	3	Cc1cn(CC(=O)c2ccccc2)c2ccccc12
7	-10	-1	0.0	.	-2%	3	2.0%	5	-2	O=C(/C=C/Nc1ccc(F)c(F)c1)c1cccs1
8	1	4	0.8	-2	-4%	4	-1.6%	6	-3	O=C(NCc1ccccn1)c1ccc(OC2CCN(Cc3ccccc3)CC2)cc1
9	-9	-9	-1.0	7	0%	15	0.6%	5	-13	COc1ccc(N2C(=O)CC2(/C=C/c2ccccc2OC)C(=O)NC2CCCC2)cc1 (configuration not stated)
10	.	-27	-0.7	?	-20%	-1	-1.2%	-3	-6	Cc1ccc(C(=S)N2CCN(Cc3ccccc3)CC2)cc1
11	.	3	0.5	-12	6%	7	-1.0%	-1	-1	O=C(C1COc2ccccc2O1)N(Cc1cccnc1)c1nc2c(F)cc(F)cc2s1 (configuration not stated)
12	11	2	0.0	3	3%	4	-0.2%	3	-8	CCCCn1c(N)c(N(CC)C(=O)C(c2ccccc2)c2ccccc2)c(=O)[nH]c1=O
13	2	9	0.9	-18	-6%	2	0.3%	4	-5	Cc1cccc(NC(=O)C2CCN(S(=O)(=O)c3ccc4c(c3)NC(=O)CO4)CC2)c1C
14	3	-4	-3.3	4	-11%	8	-3.8%	6	-15	Cc1cc(C(=O)NCc2ccccc2F)c2ccccc2n1
15	11	-9	1.6	0	0%	7	1.2%	2	-3	CC1CC=C2C(C#N)=C(N)C(C#N)(C#N)C(c3cccs3)C2C1 (configuration not stated)

Profiles as entered above.
Listed for `Cc1cn(CC(=O)c2ccccc2)c2ccccc12` : D1 antag: -10; D2 potentiator: 2; TRHR agonist: 0.5; RXFP1 antag: -3; Apoferritin bind: -21%; D1 agonist: 3; RXFP1 agonist: -0.5%; TRHR enhancer: 0; D1 PAM: 3
Listed for `COc1ccc(N2C(=O)CC2(/C=C/c2ccccc2OC)C(=O)NC2CCCC2)cc1` (configuration not stated) : D1 antag: -9; D2 potentiator: -9; TRHR agonist: -1.0; RXFP1 antag: 7; Apoferritin bind: 0%; D1 agonist: 15; RXFP1 agonist: 0.6%; TRHR enhancer: 5; D1 PAM: -13

10 consecutive records already listed:
nr	D1 antag	D2 potentiator	TRHR agonist	RXFP1 antag	Apoferritin bind	D1 agonist	RXFP1 agonist	TRHR enhancer	D1 PAM	Molecule
6	-10	2	0.5	-3	-21%	3	-0.5%	0	3	Cc1cn(CC(=O)c2ccccc2)c2ccccc12
7	-10	-1	0.0	.	-2%	3	2.0%	5	-2	O=C(/C=C/Nc1ccc(F)c(F)c1)c1cccs1
8	1	4	0.8	-2	-4%	4	-1.6%	6	-3	O=C(NCc1ccccn1)c1ccc(OC2CCN(Cc3ccccc3)CC2)cc1
9	-9	-9	-1.0	7	0%	15	0.6%	5	-13	COc1ccc(N2C(=O)CC2(/C=C/c2ccccc2OC)C(=O)NC2CCCC2)cc1 (configuration not stated)
10	.	-27	-0.7	?	-20%	-1	-1.2%	-3	-6	Cc1ccc(C(=S)N2CCN(Cc3ccccc3)CC2)cc1
11	.	3	0.5	-12	6%	7	-1.0%	-1	-1	O=C(C1COc2ccccc2O1)N(Cc1cccnc1)c1nc2c(F)cc(F)cc2s1 (configuration not stated)
12	11	2	0.0	3	3%	4	-0.2%	3	-8	CCCCn1c(N)c(N(CC)C(=O)C(c2ccccc2)c2ccccc2)c(=O)[nH]c1=O
13	2	9	0.9	-18	-6%	2	0.3%	4	-5	Cc1cccc(NC(=O)C2CCN(S(=O)(=O)c3ccc4c(c3)NC(=O)CO4)CC2)c1C
14	3	-4	-3.3	4	-11%	8	-3.8%	6	-15	Cc1cc(C(=O)NCc2ccccc2F)c2ccccc2n1
15	11	-9	1.6	0	0%	7	1.2%	2	-3	CC1CC=C2C(C#N)=C(N)C(C#N)(C#N)C(c3cccs3)C2C1 (configuration not stated)

Additional results:
nr	D1 antag	D2 potentiator	TRHR agonist	RXFP1 antag	Apoferritin bind	D1 agonist	RXFP1 agonist	TRHR enhancer	D1 PAM	Molecule
16	-27	.	0.3	-13	-17%	5	0.1%	-4	10	COc1ccc(NC(=O)NC(C)(C(F)(F)F)C(F)(F)F)cc1
17	-21	0	0.5	7	56%[activator]	7	2.3%	-1	-7	Cc1ccccc1OCCC(=O)Nc1cc(S(=O)(=O)N2CCOCC2)ccc1OC(C)C
18	3	21	-0.2	?	.	33*	0.6%	3	3	Cc1ccc(C(C)(C)C)cc1S(=O)(=O)Nc1cccc(C(=O)N2CCN(c3ccccn3)CC2)c1
19	7	8	-0.4	0	-5%	3	2.0%	3	-5	COc1cc(/C=N/NC(=O)c2csc3c2CCCC3)cc(OC)c1O
20	-9	2	-0.6	-9	50%[activator]	5	?	4	-1	Cc1c(Cl)cccc1Nc1nn2c(=O)c3ccc(C(=O)NCCc4ccccc4)cc3nc2s1
21	-1	-5	0.2	.	-15%	4	6.9%	3	-1	O=C(Nc1ccc(Cl)cc1)N1CCN(c2ccc3nnc(-c4ccccc4)n3n2)CC1
22	-8	-2	0.0	-71*	-2%	0	-0.6%	4	7	CCC(C)NC(=O)C(Cc1ccccc1)NS(=O)(=O)c1ccc2c(c1)CCC(=O)N2 (configuration not stated)
23	3	-3	0.3	3	-4%	-1	3.2%	-2	-2	O=C(N/N=C/c1ccc(Cl)cc1)c1nc2ccc([N+](=O)[O-])cc2c(=O)[nH]1
24	15	5	-2.6	-1	-4%	0	5.1%	-3	-3	COC(=O)COc1cccc2c(=O)n(CC(=O)NCc3ccc(F)cc3)ccc12
25	-18	-11	0.3	-3	-13%	1	0.9%	-10	-20	CC(C)c1ccc(C(=O)NN2CCOCC2)cc1
26	-3	0	-0.3	-4	.	0	0.0%	1	-4	Cc1ccc(C(=O)NCCC2=CCCCC2)cc1S(=O)(=O)N1CCOCC1
27	12	3	0.5	-13	-13%	1	11%	5	5	Cc1ccccc1C(=O)Nc1ccc2nc3n(c(=O)c2c1)CCCC3
28	16	.	0.9	-11	1%	-2	0.7%	-8	0	COc1ccc(/C(C)=N/Nc2cccc(C(=O)O)c2)cc1OC
29	-14	-4	0.3	0	-7%	2	-0.1%	-2	11	CS(=O)(=O)c1ccc(N2CCN(C3CC(=O)NC3=O)CC2)cc1 (configuration not stated)
30	14	-4	-0.5	-8	3%	0	-0.7%	-3	0	Cc1nc(N2CCCC2)ncc1C(=O)NCc1ccc(Cl)cc1
31	-1	-7	0.0	8	-10%	2	24%	11	5	CCS(=O)(=O)c1nc(S(=O)(=O)c2ccc(C)cc2)c(NCCN2CCOCC2)s1
32	30	-4	-0.4	2	-7%	1	1.3%	-2	-6	Cc1ccccc1CC(=O)N1CCOCC1
33	2	3	-0.5	-5	-12%	4	0.1%	4	-6	Cc1c(C(=O)N2CCCCC2)nnn1-c1nonc1N
34	-3	0	0.5	-2	-9%	4	-1.3%	3	-6	CCOc1ccc(NS(=O)(=O)c2cc(C(=O)N3CCN(C(C)=O)CC3)ccc2Cl)cc1
35	-10	10	0.1	-5	-10%	4	6.6%	-3	4	O=Cc1ccc(-n2cccn2)cc1
36	-8	-3	-0.1	2	-4%	0	0.4%	-3	0	COC(=O)c1sccc1NC(=O)c1ccc(OC)cc1OC
37	5	8	-0.5	2	-4%	0	24%	0	-2	CC(C)Cn1c(=O)c2ccccc2n2c(CCC(=O)NCC3CCCO3)nnc12 (configuration not stated)
38	-1	3	0.1	-9	3%	4	5.8%	-9	-2	COc1ccccc1Cn1c(SCC(=O)C(C)(C)C)nc2ccccc2c1=O
39	7	-9	-0.7	-7	-21%	1	1.6%	-5	0	S=C(c1ccc(-c2ccccc2)o1)N1CCCCC1
40	-1	13	-2.0	0	-5%	0	1.0%	16	-13	COc1ccccc1CCC(=O)OCC(=O)Nc1ccc(C(N)=O)cc1
41	0	16	0.3	-21	?	2	0.7%	-7	1	CC1=CC(C)(C)N2C(=O)C3(NCCc4c3[nH]c3ccccc43)c3cccc1c32 (configuration not stated)
42	8	.	0.0	10	-6%	-1	4.8%	-3	-1	Cc1ccc(N(C)S(=O)(=O)c2nnc(NC(=O)CC(C)C)s2)cc1
43	-30*	-19	1.3	5	.	2	-1.1%	0	-12	O=C(NC1CCN(Cc2ccccc2)C1)c1cc(S(=O)(=O)N2CCOCC2)ccc1Cl (configuration not stated)
44	3	-3	1.6	-13	?	14	0.1%	1	-3	Clc1ccc(CSc2cc3c(nn2)-c2ccccc2CC3)cc1
45	-18	-10	0.5	24	-20%	1	0.6%	2	-8	CCNC(=O)c1cc(Br)ccc1Cl
46	-7	6	0.4	-3	-2%	2	1.3%	-2	1	CC(=O)Nc1cc2nc(C)n(Cc3ccccc3[N+](=O)[O-])c2nc1C
47	-14	.	0.2	18	-10%	2	10%	-3	1	COc1cc2[nH]c(=S)n(Cc3ccc(C)cc3)c(=O)c2cc1OC
48	-8	.	0.0	-3	-2%	5	2.3%	1	-3	O=C(Nn1cnnc1)c1csc2ccccc12
49	-9	13	-0.3	.	?	-3	-1.9%	-3	-3	Clc1ncccc1-c1nnn(-c2ccccc2Br)n1
50	-10	-4	0.1	-8	-2%	3	0.8%	15	1	COc1c(C)cccc1C(=O)Nc1ccc(N2CCN(S(C)(=O)=O)CC2)cc1
